# RTF Ca sens inh: cardiac RTF calcium desensitization | P19429+P45379 | IANBD-labeled cardiac RTF, Ca2+ fluorescence | inhibition, % at 7.15 µM | actives 0.12% (n = 340,000) | AID 493244;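 active means inhibition above the mean inhibition of all tested compounds plus 3 SD, cut at about 17% in these data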;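 further: assay run at fixed EC70 calcium of 1.6 mM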
# Keap1-Nrf2 PPI: Keap1-Nrf2 (human) interaction inhibition; AID 504523; Keap1 Kelch-Nrf2 peptide fluorescence polarization, 1536-well; Q14145; inhibition, % at 9.4 µM; actives 0.15% (n = 340,000); in the data active means inhibition above about 12%; inconclusive means no clear call, values can overlap the other calls; inactive means below about 7.3%;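 further: human Keap1 Kelch domain with fluorescein labeled Nrf2 9mer peptide probe; 0% = neutral control wells and 100% = peptide positive control; higher means more block of Keap1 binding to Nrf2 peptide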
# Target sequence (Q14145 whole entry, looked up, the tested form may be a part): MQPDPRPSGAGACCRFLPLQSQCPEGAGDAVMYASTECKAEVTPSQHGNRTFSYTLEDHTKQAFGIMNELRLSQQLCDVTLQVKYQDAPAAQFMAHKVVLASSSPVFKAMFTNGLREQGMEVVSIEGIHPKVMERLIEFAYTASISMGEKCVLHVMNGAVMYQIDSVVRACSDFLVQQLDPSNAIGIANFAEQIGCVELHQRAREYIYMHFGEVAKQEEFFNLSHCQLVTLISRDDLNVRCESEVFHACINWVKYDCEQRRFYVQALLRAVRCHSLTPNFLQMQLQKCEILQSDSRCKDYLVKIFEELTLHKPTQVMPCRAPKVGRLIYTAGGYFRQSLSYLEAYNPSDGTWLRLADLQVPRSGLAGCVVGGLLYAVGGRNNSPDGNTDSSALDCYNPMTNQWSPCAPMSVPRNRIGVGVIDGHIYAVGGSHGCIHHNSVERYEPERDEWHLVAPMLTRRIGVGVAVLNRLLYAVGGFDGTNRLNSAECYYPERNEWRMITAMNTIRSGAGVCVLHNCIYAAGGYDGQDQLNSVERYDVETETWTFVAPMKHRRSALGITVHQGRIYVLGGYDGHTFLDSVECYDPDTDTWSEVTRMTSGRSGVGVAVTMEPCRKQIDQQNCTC
# C-LANA FP: KSHV C-LANA DNA binding inhibition | AID 504423 | inhibition, % at 9 µM | actives 0.078% (n = 340,000) | MBP-C-LANA/FAM-LBS DNA binding, fluorescence polarization;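 active means highest replicate inhibition at or above 60% at 9 µM, even if other replicates fall short; inactive means all replicates below 60% inhibition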;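 further: 0% = neutral control wells and 100% = 4 µM acridine orange control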
# V-ATPase pHluor: alters yeast V-ATPase proton transport | actives 0.37% (n = 350,000) | S. cerevisiae, pHLuorin cytosolic pH fluorescence | response, % at 10 µM | AID 504577; in the data active means response mostly above about 7.3%, no sharp cut-off; inactive means mostly below about 5.4%; further: actives read high; inactives centre near 0; some compounds called inactive have numbers as strong as hits; reference of the scale not given here
# RTF Ca sens act: increases calcium sensitivity of human cardiac regulated thin filaments; P19429+P45379; IANBD-labeled TnC RTF fluorescence at EC20 calcium; 0% EC20 calcium, 100% full calcium; activation, % at 7.2 µM; actives 0.24% (n = 340,000);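 active means activation above the mean over all tested compounds plus 3 SD, cut at about 30% in these data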;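 further: rise in fluorescence read as greater calcium sensitivity of cardiac thin filaments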
# MOR-DOR inv ag: mu-delta opioid heterodimer inverse agonism; inhibition, % at 9.3 µM; cell-based MOR-DOR heterodimer luminescence; actives 0.21% (n = 340,000); in the data active means inhibition above about 22%, passing the limit was not always enough;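 further: 0% = cells with DMSO and 100% = wells without cells with DMSO; values of inactives mirror those of a sister screen read the other way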
# HTR5A inv ctr: HTR5A inverse agonism, opioid heterodimer counter-screen. P47898. actives 0.083% (n = 340,000). inhibition, % at 9.3 µM. HTR5A cell line, luminescence; in the data active means inhibition mostly above about 23%, no sharp cut-off; inactive means mostly below about 18%;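 further: 0% = cells with DMSO and 100% = no-cell wells with DMSO; some compounds called inactive have numbers as strong as hits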
# Target sequence (P47898 whole entry, looked up): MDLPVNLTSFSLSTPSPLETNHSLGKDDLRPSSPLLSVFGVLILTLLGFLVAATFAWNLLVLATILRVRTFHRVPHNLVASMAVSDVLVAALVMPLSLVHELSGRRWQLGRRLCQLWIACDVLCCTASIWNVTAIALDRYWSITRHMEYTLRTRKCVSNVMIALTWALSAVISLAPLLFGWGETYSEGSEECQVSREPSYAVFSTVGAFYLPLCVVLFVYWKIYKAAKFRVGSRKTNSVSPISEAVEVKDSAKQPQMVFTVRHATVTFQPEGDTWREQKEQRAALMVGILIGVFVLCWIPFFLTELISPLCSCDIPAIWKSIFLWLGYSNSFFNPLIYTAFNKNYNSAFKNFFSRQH
# HTR5A ag ctr: counter-screen for OPRM1-OPRD1 agonists: human HTR5A agonism; actives 0.61% (n = 340,000); HTR5A agonist assay, luminescence, cell-based; activation, % at 9.3 µM; in the data active means activation mostly above about 9.5%, no sharp cut-off; inactive means mostly below about 7.6%;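 further: 0% = cells with vehicle only and 100% = reference agonist; strong numbers were not always called active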
# CAL PDZ FP: inhibitors of human CAL PDZ peptide binding; purified CAL PDZ, TMR-peptide fluorescence polarization, 1 h; inhibition, % at 24.9 µM; actives 0.92% (n = 300,000); AID 602252;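 active means mean inhibition of at least 30% with at least half of replicates also reaching 30%; inconclusive means no clear call, values can overlap the other calls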;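 further: 0% = DMSO neutral control and 100% = excess unlabeled competitor peptide PRC23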
# MOR-DOR ag: agonists of human mu-delta opioid receptor heterodimerization. P35372+P41143. cells, OPRM1-OPRD1 heterodimerization, luminescence. activation, % at 9.3 µM. actives 0.3% (n = 340,000); in the data active means activation above about 18%;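 further: 0% = vehicle-treated cells and 100% = reference agonist; values of inactives mirror those of a sister screen read the other way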
# The depositor's hits bear a star; u = inconclusive; x = not tested or not shown.
SMILES,RTF Ca sens inh,Keap1-Nrf2 PPI,C-LANA FP,V-ATPase pHluor,RTF Ca sens act,MOR-DOR inv ag,HTR5A inv ctr,HTR5A ag ctr,CAL PDZ FP,MOR-DOR ag
O=C(Nc1cnc2ccccn2c1=O)c1ccc(Cl)cc1,0,-4,-0.9,3,-2,10,-17,5,1,-1.8
COc1ccc(Cl)cc1N1CC(C(=O)Nc2nccs2)CC1=O (configuration not stated),-6,-2,0.7,6,-4,13,-4,2,-2,-2.8
COc1ccc(OCCNC(=O)c2cccc(Oc3ccc(C(F)(F)F)cc3[N+](=O)[O-])c2)cc1,-32,-1,-0.7,-2,-3,-7,5,-1,-5,1.4
O=C(NC1CCCCCCC1)C1CCC(CNc2c(N3CCCC3)c(=O)c2=O)CC1 (configuration not stated),-11,-4,-0.4,1,2,13,-19,7,x,-2.4
CC(=O)Nc1ccc(CN2CCN(c3cccc(C(F)(F)F)c3)CC2)cc1,-4,-3,-2.0,0,5,9,-16,6,4,-1.7
O=[N+]([O-])c1ccc(O)c(/C=N/n2cnc3ccccc32)c1,-5,-1,2.1,3,-1,19,-8,0,-2,-3.5
C=CCNc1nc2ccccc2nc1NS(=O)(=O)c1ccc(Cl)cc1,-5,-2,1.9,7,1,6,-19,-1,x,-1.1
Cc1ccc(CNc2ccc(CNc3ncn[nH]3)cc2)cc1,0,0,-0.1,3,-6,13,-39,-4,x,-2.6
CC1(C(=O)OCC(=O)Nc2ccc(C(N)=O)cc2)CC1(Cl)Cl (configuration not stated),-3,-5,1.8,-1,0,1,12,-5,-1,-0.3
O=C(NCCc1ccccc1)C(=O)NCC1CCCO1 (configuration not stated),-4,-6,1.8,-3,-1,4,5,2,-2,-0.7
COc1ccc(CNC(=S)Nc2ccccc2)cc1,-7,5,1.8,1,-3,8,-7,2,-1,-1.6
CC1(C(=O)NC2CCCC2)CCC(=O)N1Cc1ccccc1Cl (configuration not stated),6,-4,-1.0,3,3,1,-11,0,1,-0.2
O=C1CC(N(Cc2ccco2)C(=O)Nc2ccc(F)cc2)C(=O)N1c1ccc(F)cc1 (configuration not stated),1,-3,-0.7,10,0,13,27,-7,x,-2.3
COC(=O)Nc1ccc(S(=O)(=O)NCCO)cc1,-6,-1,-0.1,-1,-6,12,8,0,-4,-2.4
CC(c1ccccc1)C1C(C#N)=C(N)SC(N)=C1C#N (configuration not stated),-1,0,-1.5,0,-5,25,13,-6,x,-6.1
CC(C)C1Nc2ccc(S(N)(=O)=O)cc2C2C=CCC21 (configuration not stated),-8,-3,5.9,0,-2,6,-12,3,-1,-1.3
Cc1ccc(OC(=O)CCC(=O)N2CCc3ccccc32)cc1,3,-4,-0.4,3,4,2,20,0,-5,-0.3
COc1ccc(NC(=O)Cn2nc(C(F)(F)F)c3c2CCCC3)cc1OC,-2,-6,0.4,2,5,-18,16,1,-1,3.3
COc1cc2nc(SCC(=O)c3ccc(Br)cc3)n3nc(C)nc3c2cc1OC,5,0,-0.6,1,-8,15,10,2,-2,-2.9
CC(SC1=NCCS1)C(=O)Nc1nnc(-c2ccc(Br)cc2)s1 (configuration not stated),-1,-7,0.8,1,4,-26,-5,4,5,4.4
S=C(NCc1ccc(Cl)cc1)Nc1ccccc1,-15,-3,-0.2,0,-8,-12,-9,3,-1,1.7
CCOCCCn1c(SCC(=O)NCc2ccco2)nc2c(sc3ccccc32)c1=O,-6,-4,-0.3,-4,4,5,-16,6,-9,-1.1
Cc1ccc(N2C(=O)C3C4C=CC(CC4)C3C2=O)c([N+](=O)[O-])c1 (configuration not stated),-3,-1,3.1,-4,7,-2,3,-1,-2,0.3
Cc1nc2c(c(C)nn2-c2ccccc2)c(C)c1CCC(=O)NCCCOC(C)C,-7,2,0.5,2,-5,16,4,-1,-1,-3.6
O=C1NC[C@H](Cc2ccccc2)N(C[C@H]2CCCN2C[C@H](Cc2ccccc2)N2C[C@H](Cc3ccccc3)N(CC3CCCCC3)C(=O)C2=O)C1=O,-3,0,2.0,3,-7,17,-1,0,-3,-3.7
# (further entries)
SMILES,RTF Ca sens inh,Keap1-Nrf2 PPI,C-LANA FP,V-ATPase pHluor,RTF Ca sens act,MOR-DOR inv ag,HTR5A inv ctr,HTR5A ag ctr,CAL PDZ FP,MOR-DOR ag
CC1(C#N)c2ccccc2C(Br)=CN1C(=O)c1ccccc1 (configuration not stated),-6,-5,-0.3,-3,9,-4,-14,-5,4,0.8
Cc1nnc(SCC(=O)N2CCN(S(=O)(=O)c3ccc(Cl)cc3)CC2)n(N)c1=O,-7,-9,0.1,-3,13,3,20,-5,-1,-0.5
CCCC(=O)Nc1ccc(Cc2ccc(NC(=O)CCC)c(C(=O)O)c2)cc1C(=O)O,-3,-4,-0.1,-2,7,15,-21,7,-1,-2.5
CS(=O)(=O)c1cnc(-c2ccccc2)nc1Oc1ccc(F)cc1,-6,-6,-1.1,2,0,1,14,-1,0,-0.2
O=C(NCCCN1CCCCCC1)C1CCCN(S(=O)(=O)c2cccc3nsnc23)C1 (configuration not stated),-14,6,-1.5,0,2,8,-32,6,-11,-1.5
CC(C)OC(=O)C(C#N)c1nc2ccccc2nc1N1CCN(Cc2ccccc2)CC1 (configuration not stated),-13,u,5.0,7,-2,7,-3,-2,x,-1.7
COCC1CCN(C(=O)CCc2nnc(C3(c4ccc(Cl)cc4)CCC3)o2)C1 (configuration not stated),2,-6,2.2,0,2,-2,2,-1,x,0.6
C=C(C)CSc1nc2nc(C)c(Br)cc2[nH]1,-3,-7,0.2,4,11,-21,-16,6,2,4.0
O=C(CCc1ccccc1)N=C1SC2CS(=O)(=O)CC2N1Cc1ccc(F)cc1 (configuration not stated),-3,-2,0.7,2,6,-7,-7,-2,-2,1.3
CCOC(=O)CSc1nc(=O)n2cc(C)ccc2n1,1,-4,0.9,0,2,10,12,-4,2,-1.9
CCCCCCCCCCCCS(=O)(=O)CCC(=O)O,-2,1,-0.3,0,3,4,-4,1,-6,-0.7
O=C(NCc1ccco1)Nc1ccc(OC(F)(F)F)cc1,-5,-3,0.2,0,-3,-5,8,0,1,1.0
Cc1cccc(CSc2ncc(CO)n2C)c1,-15,0,-1.2,0,1,12,-11,-1,-1,-2.2
Cn1cc(/C=N/n2cnc3scc(-c4ccccc4)c3c2=O)c2ccccc21,-1,2,-0.6,0,-4,19,0,3,-3,-3.1
C/C(=C\C(=O)c1c(O)cc(C)oc1=O)N(C)C,x,3,3.6,-3,x,x,x,x,6,x
CCn1cc(C(=O)O)c(=O)c2cc(F)c(N3CCN(C(=S)NC(=O)c4ccccc4F)CC3)cc21,-2,-3,-0.8,3,0,13,-2,4,-5,-2.5
CC1Oc2ccccc2N(CC(=O)N2CCCc3ccccc32)C1=O (configuration not stated),-3,-2,-1.8,0,1,8,9,1,0,-1.5
Cn1cccc1C(=O)NCC1COc2ccccc2O1 (configuration not stated),7,-1,1.1,-3,2,6,-15,2,1,-1.0
COC(=O)CCCC1=CC2=CC(=O)C(C)(OC(=O)c3cccs3)C(=O)C2=CN1Cc1ccccc1 (configuration not stated),-1,-4,2.4,0,1,-28,2,4,-4,5.1
Cc1cccc(C)c1CC(=O)N1CCOCC1,-3,0,-1.2,-2,-4,8,-20,2,-2,-1.5
COc1ccc(N2C(=O)/C(=C\c3ccco3)N=C2SCC(=O)NC(C)C)cc1Cl,-1,0,1.2,-4,-3,1,4,6,5,-0.1
O=c1[nH]cnc(O)c1C(c1ccc(F)cc1)c1c(O)nc[nH]c1=O,4,-2,1.2,-1,1,5,-13,5,-4,-1.0
COC(=O)CSc1nc2nc(-c3cccs3)cc(C(F)(F)F)c2c(=O)[nH]1,-13,-3,-1.8,4,-2,12,-17,4,-5,-2.5
O=C(CSc1nc2ccccc2c(=O)n1C1CC1)NCc1ccccc1,-3,0,-0.3,-3,-2,12,2,-1,0,-2.4
COC(=O)[C@H]1C[C@@H]1[C@H](NS(=O)(=O)c1ccc2ccccc2c1)c1ccccc1,-6,-4,-0.3,-1,5,-12,-20,7,1,2.1

# As entered above.
# CC1(C(=O)OCC(=O)Nc2ccc(C(N)=O)cc2)CC1(Cl)Cl (configuration not stated) in C-LANA FP is entered as 1.8
# O=C(NC1CCCCCCC1)C1CCC(CNc2c(N3CCCC3)c(=O)c2=O)CC1 (configuration not stated) in MOR-DOR inv ag is entered as 13
# Cc1cccc(CSc2ncc(CO)n2C)c1 in RTF Ca sens act is entered as 1

# Continuation:
SMILES,RTF Ca sens inh,Keap1-Nrf2 PPI,C-LANA FP,V-ATPase pHluor,RTF Ca sens act,MOR-DOR inv ag,HTR5A inv ctr,HTR5A ag ctr,CAL PDZ FP,MOR-DOR ag
CN(CCOc1ccccc1)CC(=O)Nc1cccc(Br)c1,1,3,0.6,-2,-4,-21,0,0,-2,4.5
Cc1[nH]c2ccccc2c1CCO,-1,-7,1.5,4,7,-16,16,-6,-7,2.8
Cc1ccccc1NC(=O)CC1SC(=O)N(c2ccccc2)C1=O (configuration not stated),-6,0,0.7,6,-6,18,7,-2,-2,-3.6
CC1CCCC(C)N1C(=O)Cn1cnc2cc([N+](=O)[O-])ccc2c1=O (configuration not stated),-3,0,0.3,2,5,-18,2,-2,-4,3.5
O=C(NC1CCCCCCC1)c1cc(COc2ccc3ncccc3c2)on1,2,-3,1.5,2,-4,-12,-4,1,-4,2.6
Cc1cccc2sc(NC(=O)CN(C)S(=O)(=O)c3cccs3)nc12,-10,-4,-0.6,-1,0,10,0,0,-3,-1.9
O=C(COc1ccc(Br)cc1)N/N=C1\SCC(=O)N1c1ccc(F)cc1,-7,-5,-0.7,2,-5,13,-2,1,-5,-2.4
Nc1nnc(-c2cccnc2)s1,5,0,1.7,3,-2,13,-6,2,-2,-2.6
CCCCOP(=O)(OCCCC)C(Nc1ccc(C(=O)OCC)cc1)c1ccncc1 (configuration not stated),4,1,2.2,1,6,14,11,-3,-3,-3.0
Cc1cccc(N2CCN(C(=O)C(C)C)CC2)c1C,-3,-3,-0.6,-1,7,-9,-10,3,x,1.6
Cc1ccc(N2CCN(S(=O)(=O)c3ccc4c(c3)oc(=O)n4C)CC2C)cc1 (configuration not stated),3,-6,0.0,1,5,-7,-7,6,1,1.3
O=C(NCc1ccc2c(c1)OCO2)C1CCCN(S(=O)(=O)c2cccnc2)C1 (configuration not stated),6,-5,-0.7,1,0,7,-29,-3,x,-1.3
CC(C)CCOc1ccc(C(=O)NN2C(=O)NC3(CCCCC3)C2=O)cc1,7,-6,-1.4,1,2,13,-9,3,-3,-2.0
O=C(Nc1ncccc1O)c1cc2ccccc2o1,-9,4,-0.7,14,-2,7,17,-2,-1,-1.0
CCOC(=O)Cn1cc(/C=N/NC(=O)CC#N)c2ccccc21,-4,3,2.1,-3,0,5,0,1,9,-1.0
COc1cc(NC(=O)c2ccc(C)cc2)c(OC)cc1NC(=O)CN1CCOCC1,-7,-3,-1.0,2,3,10,-14,-2,1,-1.7
O=C(CN(c1ccc(F)cc1)S(=O)(=O)c1ccc2c(c1)OCCO2)Nc1ccccc1,3,4,-0.4,-3,-4,2,17,-2,-3,-0.3

# Source: PubChem BioAssay (several laboratories)
